High-throughput results (PubChem BioAssay)
RTF Ca sens act = cardiac RTF calcium sensitization; activation, % at 7.2 µM; P19429+P45379; actives 0.24% (n = 340,000); IANBD-labeled TnC RTF fluorescence at EC20 calcium; 0% EC20 calcium, 100% full calcium;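 active = activation above the mean over all tested compounds plus 3 SD, cut at about 30% in these data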;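 note: rise in fluorescence read as greater calcium sensitivity of cardiac thin filaments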
CAL PDZ FP-1 = inhibitors of human CAL PDZ peptide binding; purified CAL PDZ, TMR-peptide fluorescence polarization, 1 h; inhibition, % at 20 µM; actives 0.02% (n = 330,000); AID 504414;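 active = highest replicate inhibition of at least 40%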;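 note: plate controls were DMSO neutral control wells for no effect and unlabeled competitor peptide control wells for full effect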
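System: tagged CAL PDZ domain. Schedule: 1 h room-temperature incubation prior to read. Signal: fluorescence polarization (mP). Measure: percent inhibition from loss of millipolarization.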
V-ATPase pH = yeast V-ATPase proton transport regulation by pHLuorin; S. cerevisiae, pHLuorin cytosolic pH fluorescence; response, % at 10 µM; actives 0.37% (n = 350,000); in the data active = response mostly above about 7.3%, no sharp cut-off; inactive = mostly below about 5.4%; note: actives read high; inactives centre near 0; some compounds called inactive have numbers as strong as hits; reference of the scale not given here
CAL PDZ FP-2 = CAL PDZ (human) peptide binding inhibition. Q9HD26. actives 0.92% (n = 300,000). AID 602252. purified CAL PDZ, TMR-peptide fluorescence polarization, 1 h. inhibition, % at 24.9 µM;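 active = mean inhibition of at least 30% with at least half of replicates also reaching 30%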;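 note: 0% = DMSO neutral control and 100% = excess unlabeled competitor peptide PRC23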
CDK5 p35 inh = inhibitors of human CDK5/p35 kinase; Q00535+Q15078; Recombinant CDK5/p35, ADP-Glo luminescence, 60 min; inhibition, % at 10 µM; actives 0.01% (n = 330,000); AID 488839;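 active = highest replicate inhibition of at least 50% and at least 75% of replicates reaching 50%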;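 note: plate controls were DMSO neutral control for no effect and GW8510 at 10 µM for full effect; many of its hits are not listed in these tables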
Target sequence (Q00535 whole entry, looked up): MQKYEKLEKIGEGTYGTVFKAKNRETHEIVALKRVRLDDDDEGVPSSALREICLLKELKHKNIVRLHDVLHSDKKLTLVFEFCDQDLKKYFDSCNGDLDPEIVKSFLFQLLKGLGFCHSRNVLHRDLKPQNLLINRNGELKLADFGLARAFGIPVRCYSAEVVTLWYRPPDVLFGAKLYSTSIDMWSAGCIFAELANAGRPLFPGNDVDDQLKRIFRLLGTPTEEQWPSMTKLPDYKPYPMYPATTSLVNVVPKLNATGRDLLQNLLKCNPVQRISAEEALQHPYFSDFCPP
Target sequence (Q15078 whole entry, looked up): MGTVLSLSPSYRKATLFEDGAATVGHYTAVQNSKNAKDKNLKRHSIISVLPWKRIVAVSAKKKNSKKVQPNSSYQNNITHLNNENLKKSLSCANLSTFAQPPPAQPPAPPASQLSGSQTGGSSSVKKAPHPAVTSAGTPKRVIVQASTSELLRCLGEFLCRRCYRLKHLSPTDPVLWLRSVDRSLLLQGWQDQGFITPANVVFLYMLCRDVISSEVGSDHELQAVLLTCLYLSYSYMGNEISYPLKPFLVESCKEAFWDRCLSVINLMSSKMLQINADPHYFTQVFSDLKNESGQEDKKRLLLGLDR
Rtt109 HAT inh = blocks Candida albicans Rtt109/Vps75 acetyltransferase activity; Q5AAJ8; purified Rtt109/Vps75, ThioGlo CoA-SH fluorescence, 4 h; inhibition, % at 34.9 µM; actives 0.16% (n = 330,000);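 active = inhibition of at least 50% in every replicate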
Target sequence (Q5AAJ8 whole entry, looked up): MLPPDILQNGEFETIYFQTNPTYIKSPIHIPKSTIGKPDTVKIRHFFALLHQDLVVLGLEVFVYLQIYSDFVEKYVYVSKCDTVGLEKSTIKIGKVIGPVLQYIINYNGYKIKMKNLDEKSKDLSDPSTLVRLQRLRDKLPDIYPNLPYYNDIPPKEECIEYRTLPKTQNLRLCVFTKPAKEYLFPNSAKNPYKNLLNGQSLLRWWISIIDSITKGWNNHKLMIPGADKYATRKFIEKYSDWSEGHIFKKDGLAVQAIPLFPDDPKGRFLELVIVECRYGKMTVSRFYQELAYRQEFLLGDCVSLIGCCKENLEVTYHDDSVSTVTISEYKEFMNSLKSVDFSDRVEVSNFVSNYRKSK
MITF act = activators of MITF-driven TRPM1 promoter activity in SK-MEL-5 cells | SK-MEL-5 TRPM1-promoter luciferase, 24 h; % of positive control, neutral wells = 0 | activation, % at 12.5 µM | actives 0.75% (n = 300,000) | AID 588334;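 active = mean activation of at least 80% with every replicate also reaching 80%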;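 note: 0% = neutral control wells and 100% = parthenolide positive control wells; values of inactives mirror those of a sister screen read the other way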
Tat transport = inhibitors of E. coli Tat protein transport; inhibition, % at 10 µM; E. coli MC4100 TorA-mCherry Tat export, fluorescence; AID 488895; actives 0.036% (n = 340,000);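 active = mean replicate inhibition at least 50% and at least half of replicates individually reaching 50%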;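 note: exported cargo escapes ClpAP degradation while cytoplasmic cargo is degraded and loses fluorescence; 0% = median of neutral control wells and 100% = median of NaSCN control wells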
dFosB act = activators of mouse delta FosB homodimer. P13346. actives 0.99% (n = 340,000). purified delta FosB, TAMRA-CDK5 oligo fluorescence polarization; percent of positive-control signal above neutral wells. AID 493131. activation, % at 25 µM;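 active = mean activation above about 17%, with every replicate also reaching it, limit read from the data, passing the limit was not always enough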;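 note: fluorescence polarization rise as delta FosB binds a TAMRA Cdk5 AP-1 oligo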
Wnt act = Wnt/beta-catenin pathway activation | AID 743398 | activation, % at 9.35 µM | actives 1.2% (n = 300,000) | Wnt/beta-catenin reporter cell assay, activator, plate reader; in the data active = activation above about 30%, passing the limit was not always enough;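 note: 0% = neutral control wells and 100% = positive control wells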
An asterisk follows results filed as active; / = no result given.

SMILES	RTF Ca sens act	CAL PDZ FP-1	V-ATPase pH	CAL PDZ FP-2	CDK5 p35 inh	Rtt109 HAT inh	MITF act	Tat transport	dFosB act	Wnt act
CCCS(=O)(=O)C(=C(Nc1ccc(OC)cc1)Nc1ccc(OC)cc1)S(=O)(=O)CCC	6.7	-0.6	-3.0	0.4	-0.7	3.0	-4.9	0.8	0.9	/
CCOC(=O)Oc1ccc2oc(C)c(C(=O)OCCOC)c2c1	-2.3	-0.2	-1.5	-2.0	-1.5	-4.5	/	-4.3	-6.7	7.6
O=C(NCCc1ccccc1)C1CCC(=O)N1C1CCCC1 (stereo unspecified)	8.9	-1.4	-1.2	-2.6	0.1	5.5	23.3	-8.1	1.1	-1.2
Cc1ccc(S(=O)(=O)N2CCC(=O)N(CCOCc3ccc(C(F)(F)F)cc3)CC2)cc1	1.5	-0.4	-0.9	-0.3	-1.0	11.4	-33.9	13.5	-21.5	-6.9
COc1cc(C2C(C#N)=C(N)Oc3n[nH]c(C)c32)cc2c1OCO2 (stereo unspecified)	-2.0	-1.0	-2.3	7.7	-0.4	2.0	/	3.1	-7.0	-4.4
CCN(CC)C(=O)Cn1c(=O)n(CCCC(=O)NCc2ccc3c(c2)OCO3)c(=O)c2sccc21	-3.4	-2.6	0.9	-5.8	-0.6	-3.7	0.4	-4.7	5.7	-2.6
O=C(Nc1cccc(OC(=O)c2cccnc2)c1)c1cccnc1	4.1	-2.5	2.7	-1.6	-2.3	0.2	-2.4	-1.3	-5.0	-11.8
CCOC(=O)Cc1csc(SCC(=O)Nc2cccc(Cl)c2)n1	2.3	-2.0	-0.7	-1.5	1.2	0.4	/	2.2	2.1	-1.7
Cc1cccc(CCNC(=O)C2CCCN(S(=O)(=O)c3cccc4nsnc34)C2)c1 (stereo unspecified)	4.6	-1.1	-4.6	-0.4	-1.0	4.3	-0.6	9.6	-3.7	-4.8
CCOC(=O)C(C)Oc1cccc2c(=O)n(CC(=O)Nc3ccc4c(c3)OCCO4)ccc12 (stereo unspecified)	-3.4	0.0	1.5	-2.3	-2.4	-14.2	-8.2	0.6	-8.4	-2.1
Cc1nn2c(-c3ccncc3)ccnc2c1Cl	-3.3	-2.0	3.0	-5.9	1.3	-7.8	-0.4	-0.2	-9.4	5.6
O=C(Nc1cccc(C(F)(F)F)c1)c1scc2c1OCCO2	0.6	-1.1	0.3	-8.1	-0.4	2.7	12.8	-1.3	1.0	12.9
CC1(C)Cc2nc(N3CCCC3)c(C#N)cc2CO1	6.7	-1.4	2.2	-1.1	0.5	-12.6	16.8	3.5	-3.7	0.1
CCOC(=O)CN(C(=O)CNC(=O)c1ccco1)C(C(=O)NC1CCCCC1)c1cccs1 (stereo unspecified)	0.7	/	1.8	1.0	0.0	-2.5	-4.0	-1.9	-3.8	/
O=C(c1ccc(-c2ccccc2Cl)o1)N1CCN(S(=O)(=O)c2cccs2)CC1	2.7	-1.2	-3.3	1.4	1.2	/	87.3*	1.4	9.9	9.6
O=C(COC(=O)C1CC1)NCCc1ccc(Cl)cc1	11.4	0.1	-4.3	0.2	0.1	7.3	-6.7	3.6	5.4	-2.5
O=C(O)c1cc(S(=O)(=O)NC(Cc2c[nH]c3ccccc23)C(=O)O)ccc1Cl (stereo unspecified)	0.9	0.5	3.0	-0.5	-3.8	-8.8	-4.1	0.1	0.6	3.1
CCOc1ccc(C2CC(=O)n3nc(C45CC6CC(CC(C6)C4)C5)nc3S2)cc1OC (stereo unspecified)	-2.0	-2.9	3.1	-0.9	-0.3	-9.8	3.3	-3.1	2.0	/
CCO[C@H]1OC(C(=O)N2CCOCC2)=C[C@@H](c2cn(C(C)=O)c3ccccc23)[C@@H]1CCCO	6.4	0.6	2.3	27.6	-2.2	-29.3	-5.1	5.6	-10.7	-1.3
O=c1oc2ccccc2cc1-c1csc(Nc2ccc(O)cc2)n1	-1.8	4.9	0.8	-2.5	0.6	1.2	15.2	-2.0	-15.6	48.0*
COc1cccc(CSc2nnc(CSc3nc4nc(C)cc(C)n4n3)s2)c1	3.9	-2.2	1.9	-5.3	0.8	-1.9	6.4	-6.4	-17.1	-1.8
Cc1ccc(S(=O)(=O)N2CCN(Cc3cc(=O)n4ccccc4n3)CC2)cc1C	-4.2	-1.0	2.3	-0.8	1.2	-2.7	-4.0	-2.9	-6.2	-3.1
O=C(Nc1cccnc1)C1CC(=O)N(c2ccc(F)cc2)C1 (stereo unspecified)	-0.2	-0.9	-0.1	/	-8.6	-3.5	-6.3	18.7	-2.7	0.3
O=C(NCC1CCCO1)c1nn2c(C(F)(F)F)cc(-c3cccs3)nc2c1Cl (stereo unspecified)	-3.7	-1.0	-0.2	2.5	-1.3	-3.9	5.8	-1.7	-2.5	-0.4
O=C(COc1cccc2cccnc12)NCc1cccs1	7.2	-0.7	1.3	/	0.0	2.0	-8.1	-6.9	-9.5	1.4
CC(OC(=O)c1nsc(Cl)c1Cl)C(=O)NC1CCCCC1 (stereo unspecified)	-5.9	0.1	-1.8	-3.6	1.0	-1.7	3.9	-2.7	-4.1	1.7
O=C(Cc1ccccc1)NCC(=O)N/N=C/c1cccs1	-1.7	-0.9	5.0	-1.7	0.3	-4.6	2.4	-7.0	-3.0	-2.4
COc1ccc(-c2[nH]c(-c3ccc(C)cc3)nc2SCC(=O)Nc2nccs2)cc1	-2.2	-0.8	-0.9	-5.8	0.0	6.5	-13.9	-4.6	-1.1	-1.5
O=C(COc1ccc(S(=O)(=O)N2CCOCC2)cc1)N1CCCCCC1	-5.8	-1.2	1.2	1.9	-0.7	/	-5.0	2.5	6.1	-1.5
CC(=O)c1ccc(Oc2ncnc3sccc23)cc1	-0.1	-2.3	-0.5	-2.9	2.9	5.6	54.5	-10.0	-5.5	7.3
COc1ccccc1C(=O)NNC(=O)c1cccc(F)c1	-3.3	-1.8	4.0	0.9	-1.4	18.8	-20.1	-4.4	-5.6	21.3
COc1cccc(N/C=C/C(=O)c2ccc(Br)cc2)c1	-1.3	-2.5	-1.3	-4.0	0.6	-2.4	48.6	1.1	-0.8	/
CCOc1cc(S(=O)(=O)NCCCn2ccnc2)ccc1Cl	-0.1	-2.8	-1.7	/	1.2	-0.7	12.3	1.9	0.8	-0.8
COc1cccc(Nc2cc(C)nc3nc(C)nn23)c1	-1.6	-0.2	3.8	/	0.4	-1.6	/	3.3	-7.4	-2.1
CCn1c(CSCc2ccc(C)cc2)n[nH]c1=S	-7.4	-0.5	0.7	-2.9	0.8	2.0	-8.7	3.0	-8.0	0.2
COc1ccc(OC)c(CCNC(=O)CC2Oc3ccc(C)cc3NC2=O)c1 (stereo unspecified)	-2.9	-1.7	0.0	-0.4	0.2	-1.0	1.8	-1.3	0.5	-3.3
Cc1sc2ncn(CC(=O)NCCCN3CCC(C)CC3)c(=O)c2c1S(=O)(=O)N1CCC(C)CC1	-2.2	-1.1	-60.2	/	0.0	-7.9	-0.5	-0.3	7.7	-2.6
O=C(O)CCCCn1c(SCc2cc(=O)n3cc(Cl)ccc3n2)nc2ccsc2c1=O	-2.5	-2.2	-0.8	-3.6	-0.9	1.6	-0.9	-4.0	-8.4	-1.1
O=C(O)C1CCC(=O)N(C2CCCCC2)C1c1ccccc1 (stereo unspecified)	-1.8	-2.9	1.7	-0.2	-1.5	-1.1	/	-2.1	-2.4	1.4
CCOC(=O)c1nc(C)sc1-c1ccnn1S(=O)(=O)c1ccc(Cl)cc1Cl	-1.2	-1.6	-2.6	-3.1	0.2	-0.7	11.0	5.8	-12.8	-2.0

The final 2 records of the section before are carried over, then new ones follow.
SMILES	RTF Ca sens act	CAL PDZ FP-1	V-ATPase pH	CAL PDZ FP-2	CDK5 p35 inh	Rtt109 HAT inh	MITF act	Tat transport	dFosB act	Wnt act
O=C(O)C1CCC(=O)N(C2CCCCC2)C1c1ccccc1 (stereo unspecified)	-1.8	-2.9	1.7	-0.2	-1.5	-1.1	/	-2.1	-2.4	1.4
CCOC(=O)c1nc(C)sc1-c1ccnn1S(=O)(=O)c1ccc(Cl)cc1Cl	-1.2	-1.6	-2.6	-3.1	0.2	-0.7	11.0	5.8	-12.8	-2.0
COc1cc(OC)c(NS(=O)(=O)c2cc(Br)cnc2N)cc1Cl	1.4	-0.2	2.5	/	-1.3	-12.8	7.5	-6.0	-12.3	-2.5
COc1cc(C2C3=C(CC(C)(C)CC3=O)N(C)C3=C2C(=O)CC(C)(C)C3)ccc1O	2.8	-0.2	1.3	2.5	1.7	-1.2	-12.4	-1.4	-8.5	-0.7
CC12CN(Cc3ccccc3)CC(C)(CN(Cc3ccccc3)C1)C2=O	2.0	-0.2	-0.7	-4.2	1.1	2.8	11.2	7.1	-5.3	-1.0
Cc1ccc(S(=O)CCNC(=O)Cc2ccc(Cl)cc2)cc1 (stereo unspecified)	-0.7	-0.3	-2.2	-3.2	-1.1	-6.8	-4.1	1.3	3.6	-2.2
CC(C)(C)c1ccc(CN(Cc2ccccc2)C(c2ccccn2)c2nnnn2C(C)(C)C)cc1 (stereo unspecified)	-2.8	-1.9	7.9	-0.9	-0.1	0.0	-11.2	-3.1	-2.8	/
Cc1ccc(N2C(=O)N(CC(=O)Nc3cccc(C)c3C)C(=O)C2C)cc1 (stereo unspecified)	-6.2	-0.8	-2.4	-2.7	-0.1	17.5	10.3	5.3	-5.2	-1.3
CCOC(=O)c1cccc(NC(=O)CSc2nnc(C3CCCCC3)n2CC)c1	5.5	-2.1	-1.0	2.3	-1.5	10.9	/	5.7	-5.0	-8.1
O=C(Nc1cccc(Cl)c1)Nn1cnnc1	2.3	-0.6	0.3	-1.1	1.3	1.7	8.8	0.7	-2.3	-2.3
Cc1oc2cc3oc(=O)c4c(c3cc2c1C)CCC4	0.9	-0.3	6.7	-1.5	-2.1	-1.1	37.3	-5.5	-2.0	/
COC(=O)c1[nH]c2ccc(Cl)cc2c1NC(=O)Oc1ccccc1	2.1	0.1	3.2	/	-0.5	-16.9	/	-3.7	11.8	20.2
CCCCCCOc1ccc(C(=O)n2cnc(N)n2)cc1	7.3	-1.8	-2.1	/	-0.3	-10.9	1.6	-3.0	-13.6	/
CN(C(=O)COc1cc(=O)n(C)c2ccccc12)c1cccc(Cl)c1	0.6	0.0	1.7	-0.5	1.1	-1.5	4.7	-3.7	-9.9	-3.9
NC(=O)C1CCN(CC(=O)Nc2cc(Cl)ccc2Oc2ccccc2)CC1	7.0	-3.0	-0.1	-4.1	0.9	-3.8	1.5	-4.6	-12.8	-9.6
CCN(CC)S(=O)(=O)c1cccc(-c2nnc(SCC(=O)c3ccc(Cl)s3)n2C)c1	2.0	/	1.4	-3.0	1.7	7.1	0.7	-0.1	2.6	-7.3
Cc1cc(C(=O)N2CCCC(Nc3ccc(C(C)C)cc3)C2)nn1C (stereo unspecified)	-3.9	-1.5	-1.5	-5.3	-0.6	-0.6	3.6	6.3	-5.6	3.1
CCCCNC(=O)COC(=O)c1cc(C)oc1C	8.8	-0.5	2.3	/	-1.3	8.1	12.3	-7.9	-7.6	6.7

Not a hit list; 4.1% or so of the library scored in one or more.
